HIV peptide binding: cell-free HIV fusion peptide-binding blockers – biochemical, uHTS, fluorescence dequenching, primary screen (AID 1986). one-dose inhibition, % at 20 µM; IC50 in µM for titrated hits. cell-free peptide binding, fluorescence dequenching, 30 min; higher % means a stronger effect. 0.3% of 290,000 active; in the data active = inhibition mostly above about 52%, no sharp cut-off; inactive = mostly below about 76%; also: some results filed as inactive read as strong as hits
Yfh1-off respiration: mitochondrial function rescue without frataxin homolog – Friedreich's ataxia, plus single-dose screen, dose response (AID 1465). S. cerevisiae Yfh1-off respiration, WST-1 reduction, 72 h; higher fold induction means a stronger effect. one-dose fold induction at 50 µM; EC50 in µM for titrated hits. 0.074% of 220,000 active;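 active = fold induction of absorbance versus untreated yeast above a set limit, then at least 30% activation at any dose in follow-up; inconclusive = repeats straddling the limit, or above it without dose testing; inactive = fold induction below the set limit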;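 also: activators that raise dye reduction in frataxin-depleted yeast; strong numbers were not always called active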
HEK293 NOD2/NF-kB: NOD2 signaling inhibitors, cell-based, luminescence, uHTS, HEK293 (AID 1566) | inhibition, % at 4 µM; hits with a dose series show EC50 in µM | 0.63% of 290,000 active | HEK293 NOD2/NF-kB luciferase reporter, luminescence; higher % means a stronger effect; also: many of its hits are not listed in these tables
NS5 inhibitors: Dengue-2 NS5 methyltransferase inhibitors, primary screen, biochemical, confirmation dose response (AID 588689); one-dose inhibition, % at 25 µM; IC50 in µM for titrated hits; Dengue-2 NS5 methyltransferase capping enzyme assay, biochemical; higher % means a stronger effect; 0.3% of 340,000 active; in the data active = a potency from the dose series; inconclusive = inhibition above about 29% without an active follow-up result
KOR beta-arrestin-1: KOR antagonists, beta-arrestin recruitment, cell-based, luminescence, uHTS (AID 1778); KOR beta-arrestin recruitment, luminescence, antagonist mode; higher % means a stronger effect; inhibition, % at 10 µM, or IC50 in µM where a hit was titrated; 0.091% of 290,000 active; also: strong numbers were not always called active
AID2073: inhibitors of Mint1-CaV2.2 protein interaction, biochemical, HTRF (AID 2073). HTRF protein-protein interaction, Mint1-CaV2.2; higher % means a stronger effect. inhibition, % at 20 µM; hits with a dose series show IC50 in µM. 0.19% of 290,000 active; in the data active = inhibition mostly above about 51%, no sharp cut-off; inconclusive = no clear call, values can overlap the other calls; inactive = mostly below about 53%; also: some results filed as inactive read as strong as hits
KOR beta-arrestin-2: kappa opioid receptor activators – cell-based, luminescence, uHTS, primary screen (AID 1777) | one-dose activation, % at 10 µM; EC50 in µM for titrated hits | 0.02% of 280,000 active | KOR beta-arrestin recruitment, luminescence; higher % means a stronger effect; in the data active = activation above about 50%, passing the limit was not always enough; also: a part of the inactive calls stands beside numbers as strong as those of hits
NOD1 inhibition: NOD1 signaling inhibitors, primary screen, cell-based, luminescence, uHTS (AID 1578). NOD1-driven NF-kB luciferase reporter cells, luminescence; higher % means a stronger effect. one-dose inhibition, % at 4 µM; EC50 in µM for titrated hits. 1% of 290,000 active; in the data active = inhibition mostly above about 36%, no sharp cut-off; inactive = mostly below about 34%;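 also: HEK-293T reporter cells stimulated with the NOD1 agonist gamma-tri-DAP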
West Nile virus CPE: inhibition of WNV-induced cytopathic effect – cell-based, CPE readout (AID 1621); West Nile virus-infected cells, CPE inhibition; higher % means a stronger effect; one-dose CPE inhibition, % at 10 µM; IC50 in µM for titrated hits; 0.02% of 290,000 active; in the data active = a potency from the dose series; inconclusive = CPE inhibition mostly from about 3.7% at the one dose, without a potency; inactive = the rest, 99 in 100 with CPE inhibition below about 2.2%; also: strong numbers were not always called active
NS5 inhibitors pilot replicate: second read-out of NS5 inhibitors, no call of its own (marks repeat the call); inhibition, %; measured here: pilot screen replicate inhibition
* hit, by the source's call; i = inactive; ? = inconclusive; . = no result given; & = joins results of further samples; [ ] = another dose, or the depositor's remark. Rule as the data show it, unless noted: active = inhibition above about 50%; inactive = the rest. These rows are one share of the data; the hit share may differ from the screen's.

SMILES | HIV peptide binding | Yfh1-off respiration | HEK293 NOD2/NF-kB | NS5 inhibitors | KOR beta-arrestin-1 | AID2073 | KOR beta-arrestin-2 | NOD1 inhibition | West Nile virus CPE | others
COc1ccc(NC(=O)C(Sc2ccccc2)c2ccccc2)c(OC)c1 (configuration not stated) | 3.2% | i | -2% | -9% | -12% | 2% | -1.2% | -18% | -0.1%
CCOc1cc(C(=O)Nc2ncccn2)cc(OCC)c1OCC | -2.4% | i | 5% | -11% | -17% | -7% | -1.9% | . | 0.1%
COC(=O)NC(C)N1C(=O)C2C3C=CC(C3)C2C1=O (configuration not stated) | -0.8% | i | 15% | -6% | -17% | -3% | -5.5% | -2% | 0.6%
CCCCNC(=O)CCn1c(=O)c2ccccc2n(Cc2ccc(F)cc2)c1=O | -1.1% | i | 10% | -3% | 24% | 1% | -0.3% | -7% | -1.6%
C#CCOCCOCCOCCNc1nc(N2CCN(C(=O)[C@H](C(C)C)n3cc(CCO)nn3)CC2)nc(N2CCN(C(=O)[C@H](C(C)C)n3cc(CCO)nn3)CC2)n1 | 0.5% | i | 0% | -2% | -14% | 7% | 1.1% | -51% | -0.4%
Cc1ccccc1NC(=O)Nc1ccccc1N1CCCCC1 | -0.7% | i | -30% | -9% | 21% | -12% | . | 21% | -0.8%
CSc1nsc(SCC(=O)Nc2ccc(F)cc2)n1 | 2.3% | . | -24% | 1% | -32% | 3% | -0.6% | -16% | 0.1%
COc1cc([C@@H]2[C@H]3CN(C)CC=C3C(C#N)=C(N)C2(C#N)C#N)cc2c1OCO2 | 38% | i | 8% | ? | 2% | -4% | -5.4% | . | -0.2%
CN(C)CCN(C(=O)c1cccc2ccccc12)c1nc2cc3c(cc2s1)OCO3 | -3.0% | . | 5% | 6% | -30% | 4% | 6.7% | 18% | -0.7%
COCCCNC(=S)Nc1cccc(SC)c1 | -1.2% | i | -6% | -8% | -6% | -8% | 2.7% | 1% | -0.1%
O=CC1=C(N2CCOCC2)/C(=C\c2ccccc2)CC1 | 6.7% | i | -9% | -11% | -11% | -4% | 5.5% | -22% | -0.2%
COc1ccc(C(=O)O/N=C2\CCS(=O)(=O)c3sccc32)cc1 | -0.5% | i | -3% | -9% | -10% | 4% | -1.0% | -29% | 0.7%
CCCCCCCCCCOC(=O)Cn1c(COc2ccc(OC)cc2)[n+](C)c2ccccc21 | 0.9%&2.3% | . | 4%&8% | -3%&-3% | -18%&-12% | 14%&18% | -5.1%&-0.5% | 3%&-3% | -0.3%&0.5%
Cc1c(CC(=O)Nc2ccc(Cl)cc2)sc2ccc(Cl)cc12 | 0.8% | i | 16% | -8% | 24% | -3% | 0.3% | 0% | 0.1%
Cn1c(-c2cc(Cl)ccc2O)nc2c1c(=O)[nH]c(=O)n2Cc1ccccc1 | -0.6% | i | 15% | . | -24% | 9% | 1.1% | -25% | -0.1%
COc1ccc(Cl)cc1NC(=O)C1(c2cccs2)CCOCC1 | 1.1% | i | -5% | -1% | 4% | 12% | -4.8% | -12% | 0.4%
CC1(C(=O)NCc2ccccc2)Oc2ccccc2NC1=O (configuration not stated) | -1.5% | i | 0% | 2% | 19% | -1% | 1.4% | 0% | -0.1%
CCn1ccnc1CN(C)Cc1nc(-c2ccccc2)no1 | 1.2% | i | -32% | -6% | -27%[20 µM] | -15% | . | -30% | -0.7%
CC1CN(c2ccc(Oc3ccccc3)cc2)c2nc3c(c(=O)[nH]c(=O)n3C)n2C1 (configuration not stated) | -0.3% | i | -21% | 1% | -20% | 11% | 17% | -41% | 1.3%
O=C(CN1CCC(C(O)(c2ccccc2)c2ccccc2)CC1)Nc1ccccc1 | -3.9% | i | 11% | -3% | -25% | -2% | 2.2% | . | -1.6%
O=C(Cc1ccccc1[N+](=O)[O-])OCc1cccc([N+](=O)[O-])c1 | -1.9% | . | -3% | . | 4% | 11% | -4.8% | 4% | 0.1%
O=C(Nc1nc(-c2ccc(Cl)s2)cs1)c1ccco1 | 1.1% | i | -58% | -11% | 7% | 20% | -7.3% | -41% | 0.2%
Cc1nnc(SCC(=O)N2N=C(c3ccc(Cl)cc3)CC2c2ccco2)[nH]c1=O (configuration not stated) | 38% | i | 8% | -18% | -21% | 35% | -1.6% | -24% | 0.3%
CC(=O)NC(c1ccccc1)c1cccnc1 (configuration not stated) | -3.6% | i | 14% | -5% | 0% | 1% | -8.4% | -19% | 0.0% | NS5 inhibitors pilot replicate=1.7
O=C(c1ccccc1)c1cnc(-c2ccc(Cl)cc2)s1 | -2.1% | i | -186% | 1% | 21% | 7% | -1.1% | -29% | -1.1%
C/C(CCC1CC(C)(C)OC1=O)=N\NC(N)=S (configuration not stated) | 0.3% | i | 15% | -3% | 16% | 14% | -0.8% | -2% | 0.6%
CCc1ccc(NS(=O)(=O)c2cccs2)cc1 | 3.4% | i | -17% | -5% | -28% | 5% | -0.1% | -31% | -1.0%
Cc1ccccc1NC(=O)Nc1cccs1 | 3.5% | i | -27% | 9% | -33% | -3% | 1.4% | -10% | -0.1%
Cc1ccc(C)c(NS(=O)(=O)c2ccc3oc(=O)ccc3c2)c1 | -0.8% | . | 9% | -5% | 13% | 9% | -1.3% | 1% | -1.8%
Cc1ccc(O)c(-c2cc(-c3ccccc3C)[nH]n2)c1 | -1.0% | . | -41% | 6% | 2% | 0% | -3.3% | -9% | .
CCCOc1ccc(NC(=O)CC2C(=O)N(Cc3ccccc3)C(=S)N2Cc2cccs2)cc1 (configuration not stated) | -0.2% | i | 17% | -1% | -12% | -5% | 13% | 20% | -1.9%
O=C(NC(=S)Nc1ccc2[nH]ncc2c1)c1ccccc1 | 0.2% | i | -14% | -13% | -12% | 3% | -0.7% | 16% | 0.2%
Cc1[nH]ncc1-c1nc2ccccc2[nH]1 | -1.0% | . | -6% | -6% | 22% | 4% | -0.8% | -19% | -0.5%
Cc1cc(C(=O)Nc2cc(Br)ccc2O)on1 | -2.6% | . | 20% | 0% | 13% | 6% | -4.7% | -3% | 0.1%
Nc1nc2n(n1)C(c1ccccc1)CC(c1ccc(F)cc1)N2 (configuration not stated) | -1.6% | i | 0% | 1% | 20% | 2% | -6.3% | 14% | 0.2%
COc1ccc(C)cc1S(=O)(=O)N(C)CC(=O)NC1CCCC1 | -3.5% | i | 7% | -4% | 2% | -16% | 0.5% | -12% | -0.8%
O=C1C2C(c3ccccc3)CC=CC2[C@H](c2ccoc2)N1Cc1ccccc1 (some centres not stated) | 0.4% | i | 15% | 0% | 25% | -1% | -4.0% | 7% | -1.1%
Cc1cc(C)n(C(=O)CNC(=O)c2ccccc2Br)n1 | 0.6% | . | -4% | -5% | -6% | 13% | 1.4% | -29% | -0.4%
O=C(NNC(=S)Nc1ccc(F)cc1)[C@H]1C[C@@H]1c1ccccc1 | -2.8% | i | -30% | . | -29% | -29% | 0.4% | -12% | 0.4%
C=CCn1c(CSc2ccccc2[N+](=O)[O-])n[nH]c1=S | 12% | . | 8% | 25% | -10% | 35% | 2.5% | -2% | -0.3%
COc1ccc(/C=N/NC(=S)Nc2cc(S(=O)(=O)N3CCOCC3)ccc2N2CCOCC2)cc1O | -4.0% | i | 12% | -3% | 15% | 6% | -2.1% | 4% | 0.2%
C[C@H](NC(=O)c1ccco1)C(=O)N1CCCC1 | -1.9% | . | -5% | 7% | -12% | 8% | -3.1% | -40% | -0.1%
COc1ccc2cc([C@H](C)C(=O)N(C)Cc3ccccc3N3CCCC3)ccc2c1 | 2.6% | . | -46% | 0% | -29% | 6% | 0.3% | -11% | -0.1%
CC(=O)Nc1ccc(Nc2ncnc3ccccc23)cc1 | -1.4% | i | -2% | . | 19% | 6% | -4.2% | -2% | 0.6%
O=C(Cc1cccs1)Nc1ccc(NC(=O)c2ccco2)cc1 | 0.7% | i | -20% | -14% | 8% | 0% | 2.0% | -18% | 0.5%
Nc1ccc(C(=O)N/N=C/c2cccc(Oc3ccccc3)c2)cc1 | -0.4% | . | -18% | 3% | -1% | 16% | -4.2% | 5% | 1.3%
Cn1cccc1-c1cc(C(=O)N2CCc3c([nH]c4ccccc34)C2c2ccccn2)[nH]n1 (configuration not stated) | 3.1% | i | 50% | -7% | -26%[20 µM] | 20% | . | 6% | -0.4%
O=C1C(C=NCc2ccncc2)=C(O)c2ccccc21 | -2.5% | i | 0% | -6% | -42% | 10% | 0.4% | -29% | -0.4%

Among those listed so far, these contain a halogen:
SMILES | HIV peptide binding | Yfh1-off respiration | HEK293 NOD2/NF-kB | NS5 inhibitors | KOR beta-arrestin-1 | AID2073 | KOR beta-arrestin-2 | NOD1 inhibition | West Nile virus CPE | others
CCCCNC(=O)CCn1c(=O)c2ccccc2n(Cc2ccc(F)cc2)c1=O | -1.1% | i | 10% | -3% | 24% | 1% | -0.3% | -7% | -1.6%
CSc1nsc(SCC(=O)Nc2ccc(F)cc2)n1 | 2.3% | . | -24% | 1% | -32% | 3% | -0.6% | -16% | 0.1%
Cc1c(CC(=O)Nc2ccc(Cl)cc2)sc2ccc(Cl)cc12 | 0.8% | i | 16% | -8% | 24% | -3% | 0.3% | 0% | 0.1%
Cn1c(-c2cc(Cl)ccc2O)nc2c1c(=O)[nH]c(=O)n2Cc1ccccc1 | -0.6% | i | 15% | . | -24% | 9% | 1.1% | -25% | -0.1%
COc1ccc(Cl)cc1NC(=O)C1(c2cccs2)CCOCC1 | 1.1% | i | -5% | -1% | 4% | 12% | -4.8% | -12% | 0.4%
O=C(Nc1nc(-c2ccc(Cl)s2)cs1)c1ccco1 | 1.1% | i | -58% | -11% | 7% | 20% | -7.3% | -41% | 0.2%
Cc1nnc(SCC(=O)N2N=C(c3ccc(Cl)cc3)CC2c2ccco2)[nH]c1=O (configuration not stated) | 38% | i | 8% | -18% | -21% | 35% | -1.6% | -24% | 0.3%
O=C(c1ccccc1)c1cnc(-c2ccc(Cl)cc2)s1 | -2.1% | i | -186% | 1% | 21% | 7% | -1.1% | -29% | -1.1%
Cc1cc(C(=O)Nc2cc(Br)ccc2O)on1 | -2.6% | . | 20% | 0% | 13% | 6% | -4.7% | -3% | 0.1%
Nc1nc2n(n1)C(c1ccccc1)CC(c1ccc(F)cc1)N2 (configuration not stated) | -1.6% | i | 0% | 1% | 20% | 2% | -6.3% | 14% | 0.2%
Cc1cc(C)n(C(=O)CNC(=O)c2ccccc2Br)n1 | 0.6% | . | -4% | -5% | -6% | 13% | 1.4% | -29% | -0.4%
O=C(NNC(=S)Nc1ccc(F)cc1)[C@H]1C[C@@H]1c1ccccc1 | -2.8% | i | -30% | . | -29% | -29% | 0.4% | -12% | 0.4%

Bioassay records (PubChem)
